Compound activity as filed in PubChem.
M5 ag: CHRM5 agonism in calcium assay. P08912. CHO-K1 hM5 cells, Fluo-8 calcium fluorescence; 0% DMSO wells, 100% maximal acetylcholine response. activation, % at 3 µM. 360,000 compounds, 0.19% hits. AID 624037;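 active means activation above the run's mean over test compounds plus 3 SD, cut at about 23% in these data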;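 further: signal is peak over basal fluorescence ratio across the kinetic read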
Target sequence (P08912 whole entry, looked up): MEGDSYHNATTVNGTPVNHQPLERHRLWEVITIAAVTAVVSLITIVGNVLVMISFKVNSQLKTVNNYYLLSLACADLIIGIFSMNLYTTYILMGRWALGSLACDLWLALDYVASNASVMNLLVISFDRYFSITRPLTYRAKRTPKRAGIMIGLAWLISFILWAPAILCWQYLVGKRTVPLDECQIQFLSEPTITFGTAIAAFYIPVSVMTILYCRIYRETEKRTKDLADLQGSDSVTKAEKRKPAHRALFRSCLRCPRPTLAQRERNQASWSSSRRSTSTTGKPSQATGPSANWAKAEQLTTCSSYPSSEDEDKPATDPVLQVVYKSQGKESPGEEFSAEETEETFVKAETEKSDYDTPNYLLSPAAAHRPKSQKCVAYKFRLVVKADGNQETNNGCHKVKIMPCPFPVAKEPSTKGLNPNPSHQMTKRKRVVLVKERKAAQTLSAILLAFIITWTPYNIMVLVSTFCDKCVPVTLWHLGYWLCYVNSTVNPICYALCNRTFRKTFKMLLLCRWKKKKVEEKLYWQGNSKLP
M5 PAM: CHRM5 positive allosteric modulation. CHO-K1 hM5, Fluo-8 calcium, ACh EC20 PAM; 0% = ACh EC20, 100% = ACh EC100. AID 624038. 360,000 compounds, 0.3% hits. P08912. activation, % at 3 µM;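 active means activation above the run cutoff, the mean activation of all test compounds plus 3 SD, cut at about 18% in these data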
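Measured by: Fluo-8 calcium fluorescence; material: human M5 receptor in CHO-K1 cells; schedule: Post-acetylcholine fluorescence recording 140 s; benchmarks: low control EC20 acetylcholine (0%), high control EC100 acetylcholine (100%); read-out: Max/basal fluorescence ratio as % of EC20–EC100 ACh window; compound: single dose, 3 µM nominal final test concentration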
CHO-K1 Ca antag: M1 antagonist counterscreen hit in parental CHO-K1 cells; AID 602250; inhibition, % at 3 µM; ATP-induced calcium, Fluo-8 fluorescence; 360,000 compounds, 0.6% hits;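 active means inhibition above a per-plate cutoff, the plate's mean sample inhibition plus 3 SD, cut at about 24% in these data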;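 further: 0% = DMSO plus EC80 ATP and 100% = DMSO alone without ATP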
CHO-K1 Ca ag: M1 agonist counterscreen hit in parental CHO-K1 cells. Fluo-8 calcium fluorescence; scaled to maximal ATP response, vehicle zero. activation, % at 3 µM. 360,000 compounds, 0.48% hits; in the data active means activation above about 15%;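 further: untransfected CHO-K1 host cells lacking M1 receptor as counterscreen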
M4 ag: agonists of human muscarinic M4 receptor (CHRM4). P08173. CHO-K1 hM4/Gqi5, Fluo-8 calcium fluorescence; vehicle 0%, full acetylcholine response 100%. activation, % at 3 µM. 360,000 compounds, 0.14% hits. AID 624127;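 active means activation above the run mean over all test wells plus 3 SD, cut at about 32% in these data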;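 further: peak over basal fluorescence ratio per well then scaled between controls; 0% = DMSO wells and 100% = acetylcholine at EC100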
Target sequence (P08173 whole entry, looked up): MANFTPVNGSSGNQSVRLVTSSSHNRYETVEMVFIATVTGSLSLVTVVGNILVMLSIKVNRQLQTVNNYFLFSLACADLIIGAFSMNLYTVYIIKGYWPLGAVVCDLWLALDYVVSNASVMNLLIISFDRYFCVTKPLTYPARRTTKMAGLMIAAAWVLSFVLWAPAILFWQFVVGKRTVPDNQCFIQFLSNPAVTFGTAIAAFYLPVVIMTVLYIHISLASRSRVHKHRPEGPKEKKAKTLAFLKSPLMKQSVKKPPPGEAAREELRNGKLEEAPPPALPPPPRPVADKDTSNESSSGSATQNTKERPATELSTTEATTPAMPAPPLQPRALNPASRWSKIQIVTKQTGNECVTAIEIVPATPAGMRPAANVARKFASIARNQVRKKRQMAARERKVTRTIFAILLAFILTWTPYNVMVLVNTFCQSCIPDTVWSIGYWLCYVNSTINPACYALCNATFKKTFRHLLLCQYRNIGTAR
M4 PAM: positive allosteric modulators of human muscarinic M4 receptor; AID 624126; 360,000 compounds, 0.4% hits; P08173; CHO-K1 hM4/Gqi5, Fluo-8 calcium fluorescence, ACh EC20; 0% = ACh EC20, 100% = maximal ACh; activation, % at 3 µM;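 active means activation above its plate's cutoff, the mean activation of sample wells plus 3 SD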; further: some results filed as inactive read as strong as hits
M1 PAM parental: counter-screen for M1 PAMs: effect in parental CHO-K1 cells; activation, % at 3 µM; 360,000 compounds, 0.02% hits; ATP EC20, Fluo-8 calcium fluorescence; 0% at ATP EC20, 100% at ATP max;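 active means activation above the run cutoff, the mean activation of all test compounds plus 3 SD, cut at about 40% in these data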;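 further: peak over basal fluorescence ratio in a 140 s read after ATP addition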
M5 antag: antagonists of human muscarinic M5 receptor (CHRM5); P08912; CHO-hM5 cells, Fluo-8 calcium fluorescence, ACh EC80; inhibition, % at 3 µM; 360,000 compounds, 0.59% hits; AID 624040;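 active means inhibition above a per-plate cutoff, the mean of that plate's test compounds plus 3 SD, cut at about 27% in these data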;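 further: 0% = acetylcholine EC80 with DMSO and 100% = DMSO without agonist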
M4 antag: antagonists of human muscarinic M4 receptor (CHRM4). P08173. CHO-hM4 cells, ACh EC80, Fluo-8 calcium fluorescence. inhibition, % at 3 µM. 360,000 compounds, 0.73% hits. AID 624125;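 active means inhibition above its plate's cutoff, the mean inhibition of sample wells plus 3 SD, cut at about 27% in these data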;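 further: 0% = acetylcholine EC80 with DMSO and 100% = DMSO without agonist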
Starred values were filed as active, the others as inactive. An excerpt; rates above refer to the full screens.

Screens in order – M5 ag, M5 PAM, CHO-K1 Ca antag, CHO-K1 Ca ag, M4 ag, M4 PAM, M1 PAM parental, M5 antag, M4 antag
- Fc1ccc(C(OCCN2CCCC2)c2ccc(F)cc2)cc1
  -5, -18, -1, 0.9, 7, -35, 6, 54*, 30*
- O=C1NC(=O)N(c2ccc3c(c2)OCO3)C(=O)/C1=C/c1ccc(N2CCCC2)o1
  3, -4, 6, 8.1, 5, -6, 7, 6, 3
- Cc1ccc2c(c1)cc1c(=O)n(CC(=O)N3CCC4(CC3)OCCO4)nc(C)n12
  -4, -7, -1, 2.2, 7, -4, 11, 13, 13
- NNC(=O)c1ccc(Cl)cc1
  -1, -5, -5, 0.3, 0, -14, -3, -4, 12
- CCc1cc2c(N3CCN(C)CC3)ncnc2s1
  -12, -6, -1, 0.1, 1, -2, 2, 9, 6
- CCn1nc(-c2cccs2)nc2c(=O)n(C)c(=O)nc1-2
  6, 17, -15, 1.4, 5, 9, 17, 26, -8
- O=C(CCl)NCC1CCCO1 (stereo not drawn)
  3, 7, -17, 0.9, 1, 6, 30, 0, -11
- O=[N+]([O-])c1cc(-n2cnnn2)c(O)c([N+](=O)[O-])c1
  1, 10, -19, 0.2, 1, 30*, 7, 4, 3
- COc1ccc2c3c1OC1C(=O)CC[C@@]4(O)[C@@H](C2)N(CC2CC2)CC[C@]314 (stereo partly drawn)
  5, -6, -6, -0.6, 2, -1, -3, -1, 1
- Cc1ccc(CS(=O)(=O)CCC(=O)N2CCC3(CC2)OCCO3)cc1
  -2, 0, -14, 0.3, 2, 6, 9, -8, -27
- CC12CC(c3ccccc3O1)C(C(=O)OCc1ccccc1)C(=O)N2 (stereo not drawn)
  6, -6, 18, 0.9, 7, -2, -4, -3, 14
- CCC1CN(C)CCC1(OC(C)=O)c1ccccc1 (stereo not drawn)
  -4, 9, -10, 0.9, 0, 0, 21, -2, 3
- CN(C)C(=O)Oc1c(Cl)cc(Cl)c2ccccc12
  -10, -1, -8, -0.4, -2, 8, -8, -14, -4
- Fc1ccccc1CCNCc1cccc2ccccc12
  -1, -6, -7, 1.8, 4, 1, 17, 13, -1
- CN1C(=O)CN=C(c2ccc(Cl)cc2)c2cc(Cl)ccc21
  -1, -6, -2, 0.3, 0, 4, 12, 6, -11
- CCN1CCC(N(C)C2CCCCC2)CC1
  -4, 0, 6, 0.2, 1, 3, -2, 3, 3
- CN1CCN(C(=O)COc2ccc(S(=O)(=O)NCc3ccccc3)cc2Cl)CC1
  1, -5, -19, 1.4, 3, 0, 27, 2, 3
- c1ccc(NC2=NCCS2)cc1
  0, 11, -14, 1.3, 1, 3, 25, -9, 17
- [O-][n+]1onc2c1CCC1N(O)CCC21O (stereo not drawn)
  0, -3, -11, 0.5, 2, 0, 20, -2, -5
- CCn1cc(CN2CCCC(C(=O)c3sccc3C)C2)cn1 (stereo not drawn)
  -9, -6, -15, 0.5, 0, -2, 19, 7, 7
- O=C1CCN(C(=O)CNC(=O)Cc2ccccc2)CC1
  -2, 3, 5, 0.4, 1, 7, 10, -5, -13
- CN(C)c1ccc(C(=O)N/N=C/C23CC[C@@H](O)CC2(O)CC[C@@H]2[C@@H]3CCC3(C)C(C4=CC(=O)OC4)CCC23O)cc1 (stereo partly drawn)
  0, 9, 6, -0.5, 0, 3, -9, -2, 1
- Cc1ccc(S(=O)(=O)N(C)c2ccc(C(=O)NCC3(N(C)C)CCCCC3)cc2)cc1
  -6, -3, 0, 1.6, 3, 0, 2, 6, 6
- COc1ccc(CCn2c(O)c(/C=N/NC(=O)c3ccncc3)c(=O)[nH]c2=O)cc1OC
  3, -3, 3, -0.7, 0, 15, -7, -9, -3
- CC(=O)OC1(c2ccccc2)CCN(C)CC1(C)C (stereo not drawn)
  -4, 12, -19, 1.3, 0, 3, 22, -5, -6
- CCCCCCCSc1cc(OC)c(CCN(C)C)cc1OC
  -5, -11, -6, 8.4, 26, -12, 28, 11, 19
- CC=C(C)C1(CCC)C(=O)NC(=S)NC1=O
  3, -8, -12, 0.4, 1, 4, 4, 4, -13
- COc1cc(C2(C#N)CCN(C)CC2)cc(OC)c1OC
  -2, 9, -8, 0.1, 6, 8, -8, 0, -24
- COc1ccc(CN2C(=O)NC(=O)/C(=C\c3cccc(OC)c3OC)C2=O)cc1
  -2, -4, 9, -0.3, 0, 7, -6, 6, 4
- CSC1=NP(=S)(SC)N2CCCC2=C1C#N (stereo not drawn)
  -3, 2, -3, 0.5, 2, 5, 16, 3, 5
- COc1cc(C(C)=O)ccc1OC(=O)N(C)c1ccccc1
  3, 2, -6, 1.9, 1, -7, 8, 4, -12
- COc1ccc(CCNC2(C#N)CCCCC2)cc1OC
  -2, -4, -1, 0.3, 0, 0, 1, 6, -11
- C=COCCn1c(C)c(C(=O)OCC)c2cc(O)ccc21
  -3, 8, 16, -0.4, 0, 1, -2, 4, -8
- CCC1(OC(=O)CN)C(=O)OCc2c1cc1n(c2=O)Cc2cc3ccccc3nc2-1 (stereo not drawn)
  -3, 0, -7, -0.1, 1, 10, 11, -5, -5
- C=CCn1c(O)c(C(C)=NCCCN2CCOCC2)c(=O)[nH]c1=O
  -3, 4, 4, 0.4, 1, 1, -5, 2, 4
- Cc1cc(=O)oc2c(C)c(OCC(=O)N3CCN(Cc4ccccc4)CC3)ccc12
  -3, 5, -12, 1.9, 4, -11, 12, 5, -1
- COc1ccc(/C=C/C(=O)c2c(O)n(CCC3=CCCCC3)c(=O)[nH]c2=O)cc1
  2, 5, -10, -0.3, 1, 13, 20, 6, 6
- CC(=O)C1CCC2C3CC(O)C4CC(O)CCC4(C)C3CCC12C (stereo not drawn)
  4, 4, 10, 0.1, 1, 6, -14, -2, -6
- O=c1[nH]c(=O)n(Cc2ccco2)c(O)c1/C=N/N1CCCCCC1
  0, 6, -16, 0.3, 1, 10, 13, -2, 4
- COc1ccc(NC(=S)NC(NC(=O)CF)C(Cl)(Cl)Cl)c([N+](=O)[O-])c1 (stereo not drawn)
  -1, 0, -8, 0.3, 1, 10, 22, 1, 2
- COc1ccc(-n2nnnc2C(c2cccc(OC)c2OC)N2CCC(n3c(=O)[nH]c4ccccc43)CC2)cc1 (stereo not drawn)
  15, -16, -1, 4.0, 18, -8, 10, 9, 18
- COc1ccccc1CCNC1CCCCCC1
  -8, 15, -6, 0.3, 1, 1, -3, 3, 1
- COc1cc(CN2C(=O)NC(=O)C3(Cc4cc(C)ccc4N(C)C3)C2=O)cc(OC)c1 (stereo not drawn)
  1, 2, 0, 0.1, 0, 16, -3, 1, -14
- O=C(N/N=C/c1c(O)n(C2CC2)c(=S)[nH]c1=O)c1ccccc1O
  -1, -7, 0, -0.5, 0, 2, 15, 12, -2
- O=C(CNC(=O)OCc1ccccc1)NCC(=O)Nc1ccc(Br)cc1C(=O)c1ccccc1
  1, 3, -6, -0.2, 0, -1, 2, -2, -5
- CN1CCC(c2c[nH]c3ccccc23)C1 (stereo not drawn)
  -6, -6, -9, 0.6, 0, -2, -17, 7, -3
- Cc1cc(C=C2C(=O)N(C)C(=S)N(C)C2=O)c(C)n1-c1cccnc1
  3, -2, -5, 1.3, 1, -3, 17, -3, -1
- Cc1ccc(CN2CCN(CC(=O)N3CCC4(CC3)OCCO4)C2=O)cc1
  -4, 0, -5, 0.1, 1, 0, 11, -7, -4
- Cc1c(C(=O)c2ccccc2)c2ccccc2n1C
  -6, 3, -11, -1.0, 0, 10, -3, -2, -11
- C1CC2OC2CC1C1CO1 (stereo not drawn)
  3, 2, -9, -0.3, 1, 2, 3, 3, -5
- Cc1c(C)c2ccc(OCC(=O)N3C[C@H]4C[C@@H](C3)c3cccc(=O)n3C4)c(C)c2oc1=O
  0, 1, 2, 0.7, 0, 3, 9, 1, 6
- COC(=O)C(O)(c1ccc(NC(=O)c2ccccc2)cc1)C(F)(F)F (stereo not drawn)
  -2, -9, 10, 0.7, 1, -21, -26, 10, 12
- COc1cc(C(=O)N2Cc3ccccc3-n3nncc3C2)cc(OC)c1OC
  2, -7, -5, 0.4, 0, 3, 2, -1, -5
- Clc1ccc(N2CCN(Cc3ccccc3Cl)CC2)cc1
  3, -3, -5, -0.4, 0, -2, 12, -3, 8
- O=C(O)c1cccc2c1NC(c1cccc([N+](=O)[O-])c1)C1CC(Sc3ccccc3[N+](=O)[O-])C(Cl)C21 (stereo not drawn)
  -2, -2, 9, -0.6, 0, 7, -8, 9, -2
- CCOC(=O)c1c(C=O)c2ccccc2n1Cc1ccccc1
  -5, 0, -20, -0.6, 0, -2, -3, 1, -6
- O=c1[nH]c(=O)n(-c2cccc3ccccc23)c(O)c1/C=N/N1CCCCCC1
  6, -12, 0, 5.9, 11, -28, -3, 12, 17
- C=CCOC(=O)COc1cc(C)cc2oc(=O)c3c(c12)CCC3
  -7, 5, -8, 0.4, -3, 16, 25, -3, -23
- CN1CCC(N(C)c2nc(-c3ccc([N+](=O)[O-])cc3)nc3ccccc23)CC1
  -3, 0, -11, 2.3, 7, 26, 19, 4, -6
- CCCCCn1c(=O)c(C(=O)NCc2ccccc2)c(O)c2ccccc21
  -2, 1, 2, 0.8, 0, -3, 12, -1, 2

Quoted at random: two compounds from above.
Screens in order – M5 ag, M5 PAM, CHO-K1 Ca antag, CHO-K1 Ca ag, M4 ag, M4 PAM, M1 PAM parental, M5 antag, M4 antag
- COC(=O)C(O)(c1ccc(NC(=O)c2ccccc2)cc1)C(F)(F)F (stereo not drawn)
  -2, -9, 10, 0.7, 1, -21, -26, 10, 12
- C=CCOC(=O)COc1cc(C)cc2oc(=O)c3c(c12)CCC3
  -7, 5, -8, 0.4, -3, 16, 25, -3, -23

Later entries
Screens in order – M5 ag, M5 PAM, CHO-K1 Ca antag, CHO-K1 Ca ag, M4 ag, M4 PAM, M1 PAM parental, M5 antag, M4 antag
- Brc1ccc(C2N3CCCN23)cc1 (stereo not drawn)
  -4, 0, -12, 0.0, 0, 5, 18, 4, -3
- O=C(c1ccccc1)c1ccccc1N=Cc1c(O)[nH]c(=O)[nH]c1=O
  -2, 2, -14, -0.2, 1, 10, 3, 9, 0
- Cc1cc(OCC(=O)NCC(O)c2ccccc2)c2c3c(c(=O)oc2c1)CCC3 (stereo not drawn)
  -4, -8, -13, 0.3, 0, 3, 11, 13, -1
- CC1CC2(O)c3no[n+]([O-])c3CCC2N1O (stereo not drawn)
  2, -4, -21, 0.5, 0, -1, 19, 3, 2
- Cn1c(O)c(C(=Nc2ccc(F)cc2)c2ccccc2Cl)c(=O)n(C)c1=O
  -3, 4, 1, 0.6, 1, 18, 6, 4, 6
- COC(=O)C1=C(c2ccc(-c3ccccc3)c(F)c2)C[C@@H]2CC[C@H]1N2C(=O)NCCCOC(C)C
  -6, -12, -1, 1.5, 10, -2, -2, 5, -7
- CCCCOCCCn1c(N)c(C(=O)OC(C)COC)c2nc3ccccc3nc21 (stereo not drawn)
  -3, 3, 1, 0.2, 2, 3, 0, -16, -16
- CCOc1ccc(Cl)cc1CNCCc1ccccc1F
  -5, 10, -5, 2.3, 0, 2, 6, -7, -10

Shown as tab-separated lines: part of the list above
canonical_smiles	M5 ag	M5 PAM	CHO-K1 Ca antag	CHO-K1 Ca ag	M4 ag	M4 PAM	M1 PAM parental	M5 antag	M4 antag
Brc1ccc(C2N3CCCN23)cc1 (stereo not drawn)	-4	0	-12	0.0	0	5	18	4	-3
CC1CC2(O)c3no[n+]([O-])c3CCC2N1O (stereo not drawn)	2	-4	-21	0.5	0	-1	19	3	2
